From PubChem
BCLXL inh = inhibitors of human Bcl-xL, primary screen, biochemical, fluorescence polarization, HTS; inhibition, % at 10.9 µM; actives 0.7% (n = 320,000); GST-Bcl-xL / FITC-Bim BH3 peptide fluorescence polarization; Bcl-2-like protein 1 (Homo sapiens), Q07817; AID 2129, 2009;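 active means inhibition above the mean of all tested compounds plus 3 SD, cutoff set per campaign, cut at about 30% in these data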;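 further: 0% = DMSO wells and 100% = unlabeled Bim-BH3 peptide competitor; inhibitors lower millipolarization by displacing the labeled peptide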
MEX-5 binding = MEX-5 zinc finger RNA-binding disruptors – biochemical, C. elegans, fluorescence polarization, MLPCN library, primary screen; Zinc finger protein mex-5 (Caenorhabditis elegans), Q9XUB2; AID 1832, 2009; actives 0.38% (n = 300,000); activity score (negative = inhibition of binding), % at 10 µM; MEX-5/FITC-TCR2 RNA binding; active compounds read low;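 active means inhibition past about -25% in most replicates, and total fluorescence under double the plate's negative control median, limit read from the data; inconclusive means replicates evenly split on the limit, or fluorescence at least double controls; inactive means too little inhibition in most replicates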;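 further: 0% = DMSO and -100% = 5 µM competing unlabeled TCR2 RNA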
GRK2 aptamer HTS = compounds blocking aptamer binding on GRK2 – biochemical, human GRK2, bead flow cytometry, HTS, primary screen; Beta-adrenergic receptor kinase 1 (Homo sapiens), P25098; FAM-aptamer displacement from GRK2; inhibition of aptamer binding, % at 10 µM; actives 0.59% (n = 330,000); AID 488847, 2010;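 active means inhibition of aptamer binding above 40%, roughly 3 SD of noise, on plates passing a quality check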;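 further: median bead fluorescence of bound FAM aptamer so fluorescent compounds give negative values; no value below 0 was filed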
VLA-4 inh = inhibition in human VLA-4 binding assay, primary screen, VLA-4 allosteric modulator project, MLPCN library, flow cytometry, VLA-4 expressing cells; ligand binding flow cytometry; inhibition, % (about 7 µM as worked out from the volumes in the protocol); actives 0.2% (n = 330,000); AID 2557, 2010; in the data active means inhibition above about 50%
Target sequence (P13612 whole entry, looked up): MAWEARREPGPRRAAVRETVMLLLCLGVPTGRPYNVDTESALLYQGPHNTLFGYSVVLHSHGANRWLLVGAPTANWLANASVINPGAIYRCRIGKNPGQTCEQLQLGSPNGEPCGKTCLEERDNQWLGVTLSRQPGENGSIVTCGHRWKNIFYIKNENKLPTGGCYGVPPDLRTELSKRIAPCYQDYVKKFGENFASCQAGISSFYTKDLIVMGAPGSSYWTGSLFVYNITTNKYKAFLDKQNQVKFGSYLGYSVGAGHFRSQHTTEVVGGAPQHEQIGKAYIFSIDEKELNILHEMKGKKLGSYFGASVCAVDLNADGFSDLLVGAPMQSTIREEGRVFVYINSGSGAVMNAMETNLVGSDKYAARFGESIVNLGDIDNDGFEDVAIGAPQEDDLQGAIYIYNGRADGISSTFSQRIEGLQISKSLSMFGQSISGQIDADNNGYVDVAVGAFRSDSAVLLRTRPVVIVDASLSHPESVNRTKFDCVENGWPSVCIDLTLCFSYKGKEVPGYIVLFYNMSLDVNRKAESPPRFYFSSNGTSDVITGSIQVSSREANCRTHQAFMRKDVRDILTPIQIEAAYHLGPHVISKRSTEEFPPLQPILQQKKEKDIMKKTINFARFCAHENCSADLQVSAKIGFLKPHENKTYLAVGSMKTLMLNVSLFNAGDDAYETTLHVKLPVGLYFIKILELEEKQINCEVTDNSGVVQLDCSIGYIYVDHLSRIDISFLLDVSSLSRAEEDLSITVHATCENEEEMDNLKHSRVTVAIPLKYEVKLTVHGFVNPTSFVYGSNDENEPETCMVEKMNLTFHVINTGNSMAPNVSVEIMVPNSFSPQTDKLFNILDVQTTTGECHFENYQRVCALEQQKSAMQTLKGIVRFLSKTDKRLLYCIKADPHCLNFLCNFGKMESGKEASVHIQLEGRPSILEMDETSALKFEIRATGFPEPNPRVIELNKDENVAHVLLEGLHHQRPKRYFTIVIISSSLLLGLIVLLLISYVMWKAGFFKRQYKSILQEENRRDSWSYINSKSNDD
CIT2-GFP yeast = modulators of CIT2-GFP expression in yeast, primary screen, S. cerevisiae, GFP fusion, multiplex flow cytometry, MLPCN library; S. cerevisiae CIT2-GFP strain, 3 h; 100 means same as DMSO wells; GFP response vs DMSO, % at 10 µM; actives 0.065% (n = 320,000); AID 2029, 2009;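 active means GFP response relative to DMSO above a set limit, near the screen mean plus 3 SD, cut at about 150% in these data; inconclusive means Fewer than 70 cells measured for a yeast strain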;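 further: ratio of well median GFP fluorescence to mean of DMSO wells on the plate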
AGP1-GFP MLPCN = modulators of AGP1-GFP expression in yeast TOR pathway, primary screen, cell-based, multiplex flow cytometry, S. cerevisiae, MLPCN library; 3 h; GFP as percent of DMSO wells; GFP response vs DMSO, % at 10 µM; actives 0.02% (n = 320,000); AID 2066, 2009;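 active means GFP response relative to DMSO above a set limit, near screen average plus 3 SD, cut at about 150% in these data; inconclusive means fewer than 70 cells counted for the yeast strain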;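 further: median GFP channel fluorescence of the gated AGP1 strain per well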
CR mimetic SO = reduction of superoxide in aged yeast, primary screen, HTS; S. cerevisiae aged cells, superoxide DHE fluorescence; active compounds read low; actives 0.18% (n = 330,000); superoxide response (% of plate mean), % at 10 µM;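 active means superoxide response under a set limit, about three screen SD below normal, cut at about 65% in these data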;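 further: yeast aged for seven days with compound at 30 °C before DHE staining; 100% = average MFI of all compound-treated wells on the plate with controls excluded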
MCL1-BIM inh = inhibitors of MCL1 binding to BIM-BH3, primary screen, biochemical, fluorescence polarization; Induced myeloid leukemia cell differentiation protein Mcl-1 (Homo sapiens), Q07820; GST-MCL1 / FITC-Bim-BH3 fluorescence polarization; inhibition, % at 10.9 µM; actives 0.68% (n = 320,000); AID 2057, 2009;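 active means inhibition above the mean inhibition of all tested compounds plus 3 SD, set per campaign, cut at about 40% in these data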;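 further: 0% = DMSO wells and 100% = unlabeled Bim-BH3 peptide control; higher means more loss of mP so more displacement of Bim peptide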
GLD-1 RNA inh = GLD-1/TGE RNA complex disruptors, primary screen, biochemical, fluorescence polarization | inhibition, % at 5.96 µM | actives 0.44% (n = 320,000) | purified GLD-1 + fluorescein TGE RNA;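 active means percent inhibition above a per-plate cutoff, the plate mean of test compounds plus 3 SD, cut at about 30% in these data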;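 further: 0% = DMSO wells with GLD-1 and probe and 100% = wells lacking GLD-1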
An asterisk follows results filed as active; ? = inconclusive; · = no result given; & = joins results of further samples; [ ] = another dose, or the depositor's remark.

cpd	Molecule	BCLXL inh	MEX-5 binding	GRK2 aptamer HTS	VLA-4 inh	CIT2-GFP yeast
1	CCc1ccc2oc(-c3cccc(NC(=O)c4cccnc4)c3)nc2c1	-1.6	-2.5	4.0	-5.8	77.2
2	COc1cccc(OC)c1C(=O)Nc1cccc2c1CCCC2	-4.0	-0.9	0.0	3.0	104.5
3	Cc1ccc(C(=O)N/N=c2\sc3ccccc3n2C)cc1	3.6	-1.9	3.0	49.4	91.1
4	COc1cc(C(=O)Nc2nnc(C)s2)c([N+](=O)[O-])cc1OC	2.0	0.5	0.0	3.5	94.4
5	COc1ccccc1C(=O)COC(=O)Cn1[nH]c(=O)c2ccccc2c1=O	-2.6	-4.5	0.0	1.7	105.2
6	O=C(CCn1cccn1)N1CCCC(N2CCN(c3cccc(Cl)c3)CC2)C1 (centres undefined)	·	-4.6	0.0	-3.9	113.1
7	O=C1C2CCCN2C(c2ccccc2F)N1c1ccc(Cl)cc1 (centres undefined)	0.1	·	0.0	3.1	87.5
8	Cc1noc(C)c1C(=O)Nc1cccnc1	-1.6	·	2.0	4.4	103.2
9	O=C1CC(c2ccccc2)CC(O)=C1C=NCc1ccncc1 (centres undefined)	4.1	2.2	0.0	5.9	97.5
10	CCOc1ccc(S(=O)(=O)N2CCCCC2)cc1NC(=O)Cc1cccs1	-13.4	0.8	0.0	-12.4	108.1
11	CCOC(=O)c1nn(-c2ccc(C)cc2)c(=O)cc1OCC(=O)Nc1cc(C)ccc1OC	-1.8	0.5	0.0	0.0	103.9
12	COc1ccc(CN2C(=O)C3C4C=CC(C4)C3C2=O)cc1 (centres undefined)	7.0	0.7	0.0	2.4	97.7
13	C/C(CC(C)C)=N\NS(=O)(=O)c1ccc(C)c([N+](=O)[O-])c1	8.4	0.7	0.0	-2.4	113.8
14	COc1ccc(S(=O)(=O)N2CCCC(C(=O)O)C2)cc1 (centres undefined)	1.9	0.8	0.0	20.3	108.5
15	O=C(NCCO)/C(=C\c1cccc([N+](=O)[O-])c1)NC(=O)c1ccco1	-3.5	-1.3	1.0	-4.6	106.1

cpd	AGP1-GFP MLPCN	CR mimetic SO	MCL1-BIM inh	GLD-1 RNA inh
1	·	99.9	3.1	9.0
2	98.7	98.4	-4.4	4.6
3	91.6	99.3	5.7	0.2
4	97.4	105.1	-0.6	-2.6
5	106.4	91.2	-13.2	-1.7
6	92.0	96.2	·	·
7	99.2	85.2	4.2	-0.1
8	101.2	100.1	-4.2	5.0
9	97.9	103.8	-0.1	4.4
10	112.2	78.0	-13.5	9.7
11	106.8	107.2	-2.7	3.6
12	99.9	82.0	1.7	5.2
13	111.6	100.3	-1.5	0.1
14	117.5	97.6	1.4	1.4
15	104.9	89.1	0.7	1.8

Overlap with the part before: 4 entries; new compounds follow.
cpd	Molecule	BCLXL inh	MEX-5 binding	GRK2 aptamer HTS	VLA-4 inh	CIT2-GFP yeast
12	COc1ccc(CN2C(=O)C3C4C=CC(C4)C3C2=O)cc1 (centres undefined)	7.0	0.7	0.0	2.4	97.7
13	C/C(CC(C)C)=N\NS(=O)(=O)c1ccc(C)c([N+](=O)[O-])c1	8.4	0.7	0.0	-2.4	113.8
14	COc1ccc(S(=O)(=O)N2CCCC(C(=O)O)C2)cc1 (centres undefined)	1.9	0.8	0.0	20.3	108.5
15	O=C(NCCO)/C(=C\c1cccc([N+](=O)[O-])c1)NC(=O)c1ccco1	-3.5	-1.3	1.0	-4.6	106.1
16	Nc1ccc(C(=O)O)cc1	1.8&-0.1&-1.0	1.6&3.1&0.2	0.0&2.0&0.0	-7.2&0.7&33.5	90.7&76.2&98.0
17	CC(=O)Nc1ccccc1NC(=O)C/C(C)=N/NC(=O)c1ccc([N+](=O)[O-])c(Cl)c1	4.6	2.5	0.0	22.4	104.3
18	Cc1cc(C)c(NC(=O)CSc2nccn2C)c(C)c1	5.2	1.2	5.0	-1.8	102.6
19	CCCN(CCC)S(=O)(=O)c1ccc(NC(=O)Cc2cccs2)cc1	-2.0	-1.1	4.0	-8.1	99.3
20	Cc1ccsc1C(=O)NC1CCCN(Cc2ccc(Cl)cc2)C1 (centres undefined)	·	3.2	0.0	-1.7	99.9
21	O=C(c1ccc(F)cc1)c1ccc(N2CCCC2)cc1	-3.7	1.9	0.0	5.2	93.9
22	COC(=O)C1(C)NC(c2ccco2)C2C(=O)N(c3ccc(F)cc3)C(=O)C21 (centres undefined)	1.0	-2.5	0.0	-1.2	93.5
23	C#Cc1ccc(CN2CCN(Cc3ccsc3)C(CCO)C2)cc1 (centres undefined)	-2.1	-2.9	0.0	0.0	99.1
24	CCCCCCCCNC(=O)c1cnccn1	-2.6	-0.1	0.0	2.6	105.1
25	CCN(CC)/C(Sc1ccccc1)=C(\C(Cl)=C(Cl)Cl)[N+](=O)[O-]	3.1	0.2	4.0	-7.8	108.0
26	CCc1ncc(C)nc1CC	5.3	·	1.0	-1.7	95.4
27	Cc1cccc(C(=O)Oc2ccc3ccc(O)cc3c2)c1	-0.1	-1.0	·	3.2	95.3
28	COc1ccccc1N1CCN(S(=O)(=O)c2cccc3nsnc23)CC1	3.4	1.5	0.0	6.5	95.6
29	CCn1c(C)nc2cc(N)ccc21	2.7	-50.9*	4.0	-2.0	110.8
30	COC(=O)N/N=C/c1ccc(OS(=O)(=O)c2ccc(C)cc2)c(OC)c1	0.8	-0.3	0.0	-1.4	101.5

cpd	AGP1-GFP MLPCN	CR mimetic SO	MCL1-BIM inh	GLD-1 RNA inh
12	99.9	82.0	1.7	5.2
13	111.6	100.3	-1.5	0.1
14	117.5	97.6	1.4	1.4
15	104.9	89.1	0.7	1.8
16	97.5&75.7&102.1	114.7&98.8&91.2	-5.8&-8.0&-4.6	-4.4&1.1&1.6
17	99.6	100.5	6.8	6.4
18	96.5	89.8	7.2	-3.6
19	92.7	113.0	4.7	-1.0
20	96.9	109.1	·	·
21	90.0	86.1	-2.3	-0.1
22	99.3	95.5	1.3	2.3
23	102.9	96.8	-2.7	8.7
24	100.2	122.5	-6.8	-5.5
25	83.1	92.1	3.0	4.4
26	99.1	103.2	10.8	-5.5
27	96.3	105.9	-0.8	6.2
28	96.0	122.9	2.8	0.8
29	105.3	101.5	7.5	-0.9
30	100.9	89.8	-2.0	3.1

Further structures follow:
cpd	Molecule	BCLXL inh	MEX-5 binding	GRK2 aptamer HTS	VLA-4 inh	CIT2-GFP yeast
31	Nc1cnnc(N/N=C\c2ccccc2)c1Cl	1.6	0.8	2.0	3.5	95.7
32	O=C(COC(=O)c1ccc(-c2cnc3ccccc3n2)cc1)c1ccccc1	1.2	-0.8	1.0	-7.1	105.7
33	COc1ccc(NC(=O)C(=O)c2cn(CC(=O)N3CCCC3)c3ccccc23)cc1OC	1.1	-2.8	0.0	4.5	99.0[may fluoresce green]
34	O=c1c2c(nc3c(-c4ccc(Cl)cc4)c[nH]n13)CCC2	6.3	1.3	2.0	-0.1	84.3
35	Cc1ccc(S(=O)(=O)/N=C2\C=C(Nc3ccc(O)cc3)C(=O)c3ccccc32)cc1	·	·	1.0	4.7	93.1
36	COc1ccccc1NS(=O)(=O)c1ccc(C(N)=O)cc1	6.2	0.8	0.0	10.6	113.7
37	O=C(/C(=C/O)N=Nc1cccc(C(F)(F)F)c1)c1ccccc1	3.2	1.5	6.0	13.0	79.4
38	Cc1ccc(C(=O)Nc2nnn(C)n2)cc1	-1.8	0.4	0.0	1.0	92.9
39	COc1ccc(CC(=O)N/N=C(/C)c2ccco2)cc1	-1.0	-1.2	0.0	0.3	101.5
40	Clc1ccccc1-c1nnc2n1CCCCC2	1.1	0.8	0.0	4.0	·
41	COC(=O)c1ccc(CSc2nc3scc(-c4cccs4)c3c(=O)[nH]2)o1	1.8	1.5	1.0	15.4	?
42	COc1ccc(C(=O)COC(=O)c2ccc(NC(=O)c3ccccc3)cc2)cc1	-1.6	2.2	1.0	47.8	100.0
43	CCN(CC)CCCNC(=O)c1oc2ccc(S(=O)(=O)N3CC(C)CC(C)C3)cc2c1C (centres undefined)	4.2	-1.6	0.0	2.1	101.1
44	CN1CCN(CC(=O)Nc2c(C(=O)C3CC3)oc3ccccc23)CC1	3.8	1.7	0.0	5.9	107.9
45	Cc1ccc(-c2cc(C(=O)N3CCCC(C(F)(F)F)C3)c3ccccc3n2)o1 (centres undefined)	7.4	-2.4	2.0	7.8	89.5

cpd	AGP1-GFP MLPCN	CR mimetic SO	MCL1-BIM inh	GLD-1 RNA inh
31	98.8	116.8	4.3	-1.1
32	101.2	108.6	-3.4	-5.8
33	102.9[may fluoresce green]	104.3	4.5	5.8
34	·	105.1	19.1	-0.5
35	98.5	111.9	·	7.6
36	104.8	114.3	6.0	-2.5
37	92.9	89.5	-7.6	1.6
38	99.5	123.0	0.7	2.1
39	104.7	126.4	9.6	-2.7
40	·	86.4	6.1	2.6
41	?	86.0	8.5	-2.4
42	96.9	98.4	-0.5	5.4
43	99.0	80.1	5.5	5.9
44	102.7	99.8	4.3	2.7
45	101.8	125.5	6.0	0.1

Remaining list, next part:
cpd	Molecule	BCLXL inh	MEX-5 binding	GRK2 aptamer HTS	VLA-4 inh	CIT2-GFP yeast
46	Cc1nc(SCc2c(F)cccc2Cl)c2c(=O)n(C)c(=O)n(C)c2n1	1.9	1.4	2.0	-11.1	102.8
47	CCOc1ccccc1N(CC(=O)N1CCC(C(N)=O)CC1)S(=O)(=O)c1ccc(SC)cc1	-0.2	-1.5	1.0	0.9	95.8
48	CCOCCCNCc1cn(-c2ccc(F)cc2F)nc1-c1ccccc1C	2.3	2.4	1.0	-11.8	104.3
49	O=c1[nH]c(-c2ccccc2)cs1	-3.3	-0.3	3.0	0.2	98.6
50	Cc1nnc(SCc2cc(=O)oc3ccc4ccccc4c23)n1Cc1ccccc1	15.1	-16.7	4.0	-7.9	96.3
51	Cc1ccc(S(=O)(=O)NCCC(=O)Nc2ccncc2)cc1C	7.0	-0.7	0.0	2.2	99.9
52	COc1ccc(S(=O)(=O)N(CC(=O)O)c2ccc(C)cc2)cc1	0.4	-4.2	2.0	-2.9	105.4
53	O=C1CC(N2CCC(c3nc4ccccc4o3)CC2)C(=O)N1c1cc(Cl)cc(Cl)c1 (centres undefined)	5.7	-0.8	0.0	6.7	96.2

cpd	AGP1-GFP MLPCN	CR mimetic SO	MCL1-BIM inh	GLD-1 RNA inh
46	99.2	120.8	3.2	-5.7
47	102.8	106.7	4.6	2.5
48	111.9	86.6	3.3	3.3
49	101.0	116.5	3.7	-1.1
50	92.4	96.8	8.7	8.5
51	105.3	100.4	3.7	9.6
52	103.1	101.0	-4.2	5.5
53	95.7	107.0	4.0	6.9
